Compound activity as filed in PubChem BioAssay.
AID inhibitor: Primary qHTS assay for inhibitors of Activation Induced Cytidine Deaminase (AID): AID signal. AID deamination FRET fluorescence, UDG-coupled, 4 h. Single-stranded DNA cytosine deaminase (Homo sapiens), Q9GZX7. AID 1347428, 2020. actives 0.32% (n = 91,000). Potency, µM (doses to about 115 µM), inactives show at the highest dose activity change, negative = inhibition, usual class: inhibitors; also: nearly all actives have a fitted effect of over 25% in size
Target sequence (Q9GZX7 whole entry, looked up): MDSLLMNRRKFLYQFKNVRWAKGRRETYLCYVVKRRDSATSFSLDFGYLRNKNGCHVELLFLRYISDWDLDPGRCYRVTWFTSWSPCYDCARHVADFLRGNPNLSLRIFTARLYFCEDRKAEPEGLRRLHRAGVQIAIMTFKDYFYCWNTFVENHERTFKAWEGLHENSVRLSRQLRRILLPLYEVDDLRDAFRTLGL
UDG counter: Primary qHTS assay for inhibitors of Activation Induced Cytidine Deaminase (AID): UDG Counterscreen signal | AID 1347430, 2020 | Potency, µM (doses to about 115 µM), for inactives: top-dose activity change, negative = inhibition, most hits filed as inhibitors | actives 0.14% (n = 91,000) | FRET deamination/UDG coupled assay, UDG read, 4 h | Uracil-DNA glycosylase; also: nearly all actives have a fitted effect of over 65% in size
Starred values were filed as active, the others as inactive; u = inconclusive; [ ] = remark or other dose. Calls follow the shape of the dose curve; as a rule, active = well fitted curve in the direction sought with a large enough effect; inconclusive = small, poorly fitted or top-dose-only effect, or another doubt; inactive = no such curve, though single readings can be large; an effect the other way counts as inactive or inconclusive. % is scaled to controls: 0 for no effect and ±100 for the full control effect; potency is read from the fitted curve at half-maximal effect. A portion of the library, so the mix of outcomes need not match the whole.

no. | Compound | AID inhibitor | UDG counter
1 | COCCCNC(=O)c1ccc(NC(=O)N2CCCCc3ccccc32)cc1 | 8% | -6%
2 | O=C1COc2cc(S(=O)(=O)CCC(=O)NC3CCCCC3)c(Cl)cc2N1 | 34%[activator] | 4%
3 | CSc1ccc(CCNC(=O)CN2C(=O)COc3ccc(S(=O)(=O)N4CCCC4)cc32)cc1 | -11% | -8%
4 | CCN(CC)CCCNC(=O)CCCn1ncn2c(cc3occc32)c1=O | 7% | 0%
5 | CN(CC(=O)Nc1cccc(C#N)c1)S(=O)(=O)c1cc2c(cc1Cl)NC(=O)CO2 | 5% | 8%
6 | Cc1ccc(C)c(Cn2c(SCC(=O)N(C)Cc3ccccc3)nc3ccccc32)c1 | u | u
7 | COc1cc(/C=N/O)cc(Cl)c1OC(C)=O | 9% | 1%
8 | COc1ccc(Nc2cc(C)c3cc(NC(=O)Cc4ccc(Cl)cc4)ccc3n2)cc1 | 2% | 5%
9 | COc1ccc(-c2nc3cc(C(C)C)ccc3o2)cc1NC(=O)COc1ccc([N+](=O)[O-])cc1 | -10% | 30%
10 | O=C(O)/C=C\C(=O)NC(Cc1ccccc1)C(=O)O (centres undefined) | -3% | -5%
11 | Cc1oc(-c2nc(C#N)c(NC(C)c3ccccc3)o2)cc1S(=O)(=O)N1CCCC1 (centres undefined) | -5% | -2%
12 | O=C(c1ccc2c(c1)N(Cc1ccccc1)C(=O)c1ccccc1S2=O)N1CCC2(CC1)OCCO2 (centres undefined) | 2% | 2%
13 | CC(C)NC(=O)c1ccc(NC(=O)C(F)(F)C2(F)OC(F)(F)C(F)(F)C2(F)F)cc1 (centres undefined) | 3% | 1%
14 | Cc1c(-c2ccccc2)c(=O)oc2cc(OCC(=O)OC(C)(C)C)ccc12 | -2% | 6%
15 | O=C(CCn1c(=O)c2ccccc2n(CC(=O)Nc2ccc(F)cc2)c1=O)NCCc1ccccc1 | 30%[activator] | -2%
16 | CCN(CCCNC(=O)c1ccc(Sc2ccc(Cl)cc2)c(NC(C)=O)c1)c1ccccc1 | -12% | -4%
17 | CCC(/C=N/NC(N)=O)=C\c1ccccc1 | -2% | 4%
18 | Cc1cc(OCCn2c(CNC(=O)c3ccco3)nc3ccccc32)ccc1Cl | -7% | -2%
19 | CC(C)c1ccccc1NC(=O)CCc1ncc(-c2ccccc2)o1 | -5% | -6%
20 | O=[N+]([O-])c1cc(S(=O)(=O)Nc2ccccc2)ccc1N/N=C1/CC2CC=CC12 (centres undefined) | -5% | -9%

Down the list, from the results shown.
AID inhibitor, entries 6 to 12: u, 9%, 2%, -10%, -3%, -5%, 2%
UDG counter, entries 6 to 12: u, 1%, 5%, 30%, -5%, -2%, 2%

4 of the compounds above, screen by screen:
15. O=C(CCn1c(=O)c2ccccc2n(CC(=O)Nc2ccc(F)cc2)c1=O)NCCc1ccccc1
16. CCN(CCCNC(=O)c1ccc(Sc2ccc(Cl)cc2)c(NC(C)=O)c1)c1ccccc1
17. CCC(/C=N/NC(N)=O)=C\c1ccccc1
18. Cc1cc(OCCn2c(CNC(=O)c3ccco3)nc3ccccc32)ccc1Cl
compound no.	15	16	17	18
AID inhibitor	30%[activator]	-12%	-2%	-7%
UDG counter	-2%	-4%	4%	-2%

(next part)
no. | Compound | AID inhibitor | UDG counter
21 | O=C(/C=C/c1csc(-c2ccc(F)cc2)n1)N1CCN(c2cccc(C(F)(F)F)c2)CC1 | -19% | -8%
22 | Cc1nn(C(=O)c2cccc(F)c2)c(C)c1S(=O)(=O)N1CCCCCC1 | 0% | 5%
23 | Cc1cn(C)c(CC(=O)NCc2ccc(F)cc2)c1C(=O)O | 14% | 0%
24 | Cc1ccc(C)c(S(=O)(=O)c2nnn3c2nc(NCc2ccc(F)cc2)c2sccc23)c1 | -15% | -15%
25 | COc1cc(OC)cc(C(=O)Oc2cccc3ccc(C)nc23)c1 | -5% | -11%
26 | CC(On1nnc2ccccc21)C(=O)Nc1ccc(Cl)cc1Cl (centres undefined) | -5% | 22%
27 | CCC(NC(=O)CC1C=CCC1)C12CC3CC(CC(C3)C1)C2 (centres undefined) | -1% | -1%
28 | CC(O)CNc1nc2c(c(=O)n(C)c(=O)n2C)n1Cc1ccc(F)cc1 (centres undefined) | 6% | -1%
29 | CCOc1ccc(NC(=O)CC2C(=O)N(c3ccc(C)cc3)C(=O)N2Cc2ccc(OC)cc2)cc1 (centres undefined) | 19% | -15%
30 | CCCOc1ccc(CNC(=O)c2oc3ccc4c(c3c2C)C(=O)CC(C)(CC)O4)cc1 (centres undefined) | u | u
31 | C/C(CCc1oc2ccc(Br)cc2c1-c1ccc(C)o1)=N\O | -5% | -7%
32 | CCOCCCn1c(SCC(=O)Nc2ccc(OC)cc2OC)nc2ccccc2c1=O | 14% | -7%
33 | Cc1ccc(NC(=O)Nc2nnc(N(C)Cc3ccccc3)s2)cc1 | -11% | -12%
34 | CCN1CCN(c2ncc3c(n2)CCN(Cc2ccc(Br)s2)C3)CC1 | 230%[activator] | 7%
35 | Cn1ncc2c(NCc3cccc(Cl)c3)ncnc21 | -3% | -2%
36 | COc1cc(OC)c(C2SCCN2S(=O)(=O)c2ccc3ccccc3c2)cc1OC (centres undefined) | -9% | -2%
37 | Cc1cc(C)c(S(=O)(=O)NCCc2sc3nc(-c4ccc(F)cc4)nn3c2C)c(C)c1 | -8% | -9%
38 | Cc1cc(C)cc(NC(=O)C2=Cc3sc4c(c3CS2)CCCC4)c1 | -2% | 0%
39 | COc1ccc(CNS(=O)(=O)c2cc3c4c(c2)CCN4C(=O)CC3)cc1 | 14% | -7%
40 | Cn1nc(C(=O)NCc2ccc(S(N)(=O)=O)cc2)c2ccccc2c1=O | 2% | 0%
41 | CN(C)c1ccc(-c2noc(C3CC(=O)N(c4ccc5c(c4)OCCO5)C3)n2)cc1 (centres undefined) | 28% | 48%[activator]
42 | CC(C)(C)CC(=O)N1CCCC(CN2CCN(c3ccccn3)CC2)C1 (centres undefined) | 13% | -6%
43 | Fc1ccccc1-c1nnc(SCc2ccccc2)n1C1CC1 | -6% | -1%
44 | CCOc1cccc(/C=C2\NC(=O)NC2=O)c1O | 5% | 8%
45 | COc1cccc(NC(=O)c2oc3ccccc3c2NC(=O)c2ccccc2C)c1 | 5% | 1%
46 | O=C(COC(=O)c1ccc(Cl)c([N+](=O)[O-])c1)c1ccc2c(c1)OCCO2 | 4% | 0%
47 | CCOc1ccc(NC(=O)C(C)n2c(=O)cc(-c3ccccc3)c3c(C)nn(C)c32)cc1 (centres undefined) | 0% | 19%
48 | Cc1ccccc1CC(=O)NCC1CCCO1 (centres undefined) | -6% | 0%
49 | CCN(Cc1ccc(Cl)s1)C(=O)CCl | -6% | -11%
50 | COC(=O)c1ccc(Cn2nnc3sc4c(c3c2=O)CCC(C)C4)cc1 (centres undefined) | 4% | 10%
51 | CC(C)C(=O)N1CCN(CCNc2cc(=O)oc3ccccc23)CC1 | 1% | -6%
52 | O=S(Cc1ccc(Cl)cc1)Cc1cccc2ccccc12 (centres undefined) | -12% | -9%
53 | COc1ccc(NC(=O)C(NC(=O)C2CCC(C)CC2)C(C)C)cc1 (centres undefined) | -28% | -3%
54 | CC(C)Cc1ccc(C(C)NC(=O)Cn2nc(-c3ccc(F)cc3)oc2=O)cc1 (centres undefined) | -1% | 2%
55 | CC1CCN(S(=O)(=O)c2ccc3c(c2)oc(=O)n3CC(=O)NCc2ccc(F)cc2)CC1 | -7% | 1%
56 | COc1ccc(-c2c(C)oc3cc(OS(=O)(=O)c4ccc(C)cc4)ccc3c2=O)cc1 | -13% | 4%
57 | COCCNC(=O)C(=O)NCC(c1ccc2c(c1)OCO2)N1CCOCC1 (centres undefined) | 12% | 5%[57.5 µM]
58 | O=S(=O)(NCCc1cn2ccccc2n1)c1cc(Cl)ccc1Cl | -4% | 2%
59 | COc1ccc(NCc2cc3cc4c(cc3n(CC(=O)Nc3ccc(C)cc3C)c2=O)OCO4)cc1 | 279%[activator] | 0%
60 | Cc1cc(SCC(=O)NCc2ccc(F)cc2)nc(=O)[nH]1 | 100%[activator] | -1%
61 | CCc1ccc(S(=O)(=O)Nc2cc3c(cc2N2CCOCC2)n(C)c(=O)c(=O)n3C)cc1 | 106%[activator] | u
62 | Cc1cccc(NC(=O)CN2C(=O)CSc3ccc(S(=O)(=O)N4CCCC4)cc32)c1C | -4% | 4%[57.5 µM]
63 | CSc1ccccc1C(=O)NC(C)c1ccccc1 (centres undefined) | -9% | 8%
64 | Cn1c(=O)c2c(nc(N3CCCCCC3)n2CCSc2nc3ccccc3o2)n(C)c1=O | 1% | 2%
65 | COc1ccc(-c2nc(C)c(CCNC(=O)c3cccc(C)c3)s2)cc1OC | u | -19%
66 | O=C(/C=N/O)Nc1ccccc1[N+](=O)[O-] | -3% | 4%
67 | COC(=O)c1sccc1S(=O)(=O)N1CCN(c2cc(Cl)ccc2C)CC1 | 8% | 6%
68 | CCC(Cc1ccccc1)NC(=O)c1ccc2nc(N3CCC(C)CC3)sc2c1 (centres undefined) | -8% | 8%
69 | COCCn1c(SCC(=O)c2c(C)[nH]c3ccccc23)nc2cc(C(=O)NC(C)C)ccc2c1=O | 2% | 5%
70 | NC1CCN(c2cccc(Cl)n2)CC1 | 3% | -7%
71 | CCN(CC)C(=O)Cn1c(=O)n(-c2ccc(Cl)cc2)c(=O)c2c3c(sc21)CCCCC3 | 4% | -3%
72 | COc1ccc(CCn2c(NC3CCCCC3)nc3c2c(=O)[nH]c(=O)n3C)cc1 | -1% | 4%
73 | Cc1ccc(/C=N\NC(=O)c2ccccn2)s1 | -2% | 1%
74 | Cc1ccc(C)c(CN2C(=O)c3ccccc3Sc3ccc(C(=O)NCc4ccco4)cc32)c1 | 1% | -3%[57.5 µM]
75 | CCCCN(CC)C(=O)CSc1c2c(nc3ccc(Cl)cc13)CCCC2 | -11% | -6%[57.5 µM]
76 | O=C(NC1CCCCC1)c1nc(Cc2c[nH]c3ccccc23)no1 | 0% | -5%
77 | Cc1ccc(C(=O)CSc2nnc(-c3ccccc3)n2-c2ccccc2)cc1 | -23% | -7%
78 | CCCCOc1ccc(CNC(=O)c2cc3n(n2)CCCN(Cc2ccc(C)cc2)C3=O)cc1 | 11% | -5%
79 | COc1ccc(S(=O)(=O)N2CCN(C)CC2)cc1NC(=O)c1ccc(CN2CCCC2=O)cc1 | -5% | 0%
80 | CCOC(=O)c1ccc(NS(=O)(=O)c2ccc3c(c2)n(C)c(=O)n3C)cc1 | 22% | 12%

In the list so far, 2 have a COOH group.
no. | Compound | AID inhibitor | UDG counter
10 | O=C(O)/C=C\C(=O)NC(Cc1ccccc1)C(=O)O (centres undefined) | -3% | -5%
23 | Cc1cn(C)c(CC(=O)NCc2ccc(F)cc2)c1C(=O)O | 14% | 0%

(further entries)
no. | Compound | AID inhibitor | UDG counter
81 | CCOC(=O)CNC(=O)c1ccc(-c2nn(C)c(=O)c3ccccc23)cc1 | 13% | 4%
82 | CCCN(CCC)CCNC(=O)c1sc2nc3n(c(=O)c2c1C)CCCCC3 | u | u
83 | COc1cc(/C=C/c2cc(C(=O)O)c3ccccc3n2)ccc1OCCC(C)C | 4% | 7%
84 | C=CCn1c(SC)nc2c1c(=O)n(C)c(=O)n2C | -8% | -1%
85 | O=C(OCCc1ccccc1)c1cccc([N+](=O)[O-])c1 | 1% | 3%
86 | COC(=O)c1ccc(COc2ccc(C(=O)OC)cc2Br)cc1 | 10% | -8%
87 | COc1ccc2cc(C(=O)OCC(=O)NCC3CCCO3)c(C)nc2c1 (centres undefined) | 0% | 0%
88 | Cc1nnc(NC(=O)c2ccc3ccn(C)c3c2)s1 | 21% | -2%
89 | COC(=O)c1cc2occc2n1CC(=O)Nc1ccc(C(C)C)cc1 | -18% | -4%
90 | CC(=O)c1ccc(N2C(=O)Nc3ccccc3S2(=O)=O)cc1 | -9% | -3%
91 | COc1ccc(-c2ccc(C#N)c(SCC(=O)NCCc3ccc(OC)c(OC)c3)n2)cc1 | -8% | 4%
92 | Cc1c(OCC(=O)Nc2cc(Cl)cc(Cl)c2)c(=O)ccn1C | -7% | 37%[activator]
93 | COc1ccc(CCC(=O)NCCc2csc(-c3ccc(Cl)cc3)n2)cc1 | -10% | -18%
94 | COc1cccc(C2C(=O)N(C3CCCCC3)CC(=O)N2Cc2ccc(Cl)cc2)c1 (centres undefined) | u | -10%
95 | CC(C)CCn1c(N2CCN(c3ccccc3)CC2)nc2c1c(=O)[nH]c(=O)n2C | -3% | -11%
96 | COc1ccc(CCC(=O)NC2CC(=O)N(c3cccc(F)c3)C2)cc1 (centres undefined) | -1% | -15%
97 | COc1ccc(-n2ccn(Cc3ccc(C)cc3)c(=O)c2=O)cc1OC | 4% | 5%[57.5 µM]
98 | CC(C)(C)c1ncc(NC(=O)c2cc[n+]([O-])cc2)cn1 | 2% | 7%
99 | Cc1cc(C)cc(-n2c(SCC(N)=O)nc3c([nH]c4ccccc43)c2=O)c1 | 4% | 2%
100 | Cc1ccc2cccc(NC(=O)C(C)Oc3ccc(C)c(C)c3)c2n1 (centres undefined) | u | u
101 | Cc1ccc(-c2nnc(SCC(=O)c3ccc4c(c3)NC(=O)CO4)o2)cc1C | -9% | -7%
102 | Cc1ccc2c(c1)C1CC(c3ccccc3Cl)=NN1C1(CCN(C)CC1)O2 (centres undefined) | -15% | -5%
103 | Cc1ccc(SC(C)C(=O)NC2CCCC2)cc1C (centres undefined) | -5% | 4%
104 | CC(=O)c1nnn(-c2nc(N3CCCC3)nc(N3CCCC3)n2)c1C | -9% | -4%
105 | Cc1ccc(NC(=O)C2=C(c3ccccc3)NC(=S)NC2c2ccc(C(C)(C)C)cc2)cc1 (centres undefined) | -19% | -12%
106 | Cc1nc2cc(NS(=O)(=O)c3c(C)c(C)cc(C)c3C)ccc2o1 | 7% | -6%
107 | Cc1ccc(CNc2oc(COc3ccccc3F)nc2C#N)cc1 | 2% | -6%
